High-throughput results: PubChem BioAssay, several laboratories
E coli growth: bacterial growth inhibition, counter-screen for AddAB inhibitors; E. coli V3065 growth, OD600 absorbance, 18 h; inhibition, % at 11.9 µM; hit rate 0.27% among 330,000; AID 449728;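 active = inhibition above the campaign's mean inhibition across all tested compounds plus 3 SD, cut at about 9.9% in these data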;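 note: uninfected addAB+ strain grown without phage in ampicillin broth; 0% = DMSO wells and 100% = ciprofloxacin 0.95 µg/ml wells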
Pemphigus Ab inh: inhibitors of pemphigus antibody binding to human desmoglein-3. hit rate 0.48% among 310,000. binding (percent of control), % at 10 µM. P32926. DSG3-coupled beads, scFv-anti-DSG3-GFP binding, flow cytometry; hits give low values;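 active = binding more than 3 SD below its plate's average and above zero; inconclusive = below that plate limit but binding exactly zero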;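 note: hits lower antibody fragment binding to DSG3; some compounds called inactive have numbers as strong as hits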
PKA-R1A act: PKA-R1A complex activation. P00514+P68181. PKA-R1A dissociation, Cy5-IP20 fluorescence polarization; scaled: DMSO 0%, 113 µM cGMP 100%. activation, % at 11.4 µM. hit rate 0.083% among 340,000;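 active = percent activation above the mean of all tested compounds plus 3 SD, cut at about 19% in these data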;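 note: higher means more PKAc released from R1A so a rise in polarization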
HTR5A ag: activates human HTR5A in OPRM1-OPRD1 agonist counter-screen; HTR5A agonist assay, luminescence, cell-based; AID 504692; P47898; hit rate 0.61% among 340,000; activation, % at 9.3 µM; in the data active = activation mostly above about 9.5%, no sharp cut-off; inactive = mostly below about 7.6%;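 note: 0% = cells with vehicle only and 100% = reference agonist; strong numbers were not always called active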
HTR5A inv ag: HTR5A inverse agonism, opioid heterodimer counter-screen; P47898; HTR5A cell line, luminescence; inhibition, % at 9.3 µM; hit rate 0.083% among 340,000; in the data active = inhibition mostly above about 23%, no sharp cut-off; inactive = mostly below about 18%;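 note: 0% = cells with DMSO and 100% = no-cell wells with DMSO; some compounds called inactive have numbers as strong as hits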
SUMO Mot1 rescue: SUMOylation pathway inhibition by Mot1-301 growth rescue; S. cerevisiae Mot1-301 growth rescue, ATP luminescence, 38.5C; percent above DMSO median, 100 means doubled; growth rescue, % at 18.8 µM; hit rate 1% among 320,000; AID 2716;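 active = every valid replicate shows activation above 250% relative to neutral control wells; inactive = the rest, any valid replicate at or below 250%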;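 note: OY570 slx delta 5 strain wells were the positive control but not used for scaling; some compounds called inactive have numbers as strong as hits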
AddAB inh: less growth of phage-infected E. coli with AddAB | E. coli expressing H. pylori AddAB, absorbance growth | inhibition, % at 11.9 µM | hit rate 0.29% among 330,000 | AID 435030; in the data active = inhibition above about 12%;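 note: 0% = vehicle wells of infected cells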
PfHsp90 set2: inhibits growth of yeast expressing Plasmodium falciparum Hsp90 | inhibition, % at 9.4 µM | hit rate 0.32% among 310,000 | S. cerevisiae expressing PfHsp90, BacTiter-Glo ATP, 48 h; yeast lacking PDR1 and PDR3 efflux regulators;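 active = every replicate shows inhibition above about 80%, whatever the replicate mean, limit read from the data; inconclusive = mean inhibition reaches the set limit but some replicate falls short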;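 note: 0% = DMSO neutral controls and 100% = 20 µM radicicol positive controls; yeast relying on Plasmodium falciparum Hsp90 in place of its own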
OPRM1-OPRD1 inv: inverse agonists of human mu-delta opioid receptor heterodimerization. inhibition, % at 9.3 µM. P35372+P41143. cell-based MOR-DOR heterodimer luminescence, inverse agonism. hit rate 0.21% among 340,000; in the data active = inhibition above about 22%, passing the limit was not always enough;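 note: 0% = cells with DMSO and 100% = wells without cells with DMSO; values of inactives mirror those of a sister screen read the other way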
Target sequence (P35372 whole entry, looked up): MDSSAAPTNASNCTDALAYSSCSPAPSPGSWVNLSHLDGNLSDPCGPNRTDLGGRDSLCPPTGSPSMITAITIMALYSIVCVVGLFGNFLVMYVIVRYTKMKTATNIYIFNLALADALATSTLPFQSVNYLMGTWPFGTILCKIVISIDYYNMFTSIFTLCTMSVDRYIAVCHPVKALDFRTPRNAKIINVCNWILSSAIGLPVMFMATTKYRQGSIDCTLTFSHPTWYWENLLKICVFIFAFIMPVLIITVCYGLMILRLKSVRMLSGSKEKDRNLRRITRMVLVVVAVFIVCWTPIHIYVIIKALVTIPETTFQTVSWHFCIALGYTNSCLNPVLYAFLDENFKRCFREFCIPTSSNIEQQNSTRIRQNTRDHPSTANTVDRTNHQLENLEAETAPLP
Target sequence (P41143 whole entry, looked up): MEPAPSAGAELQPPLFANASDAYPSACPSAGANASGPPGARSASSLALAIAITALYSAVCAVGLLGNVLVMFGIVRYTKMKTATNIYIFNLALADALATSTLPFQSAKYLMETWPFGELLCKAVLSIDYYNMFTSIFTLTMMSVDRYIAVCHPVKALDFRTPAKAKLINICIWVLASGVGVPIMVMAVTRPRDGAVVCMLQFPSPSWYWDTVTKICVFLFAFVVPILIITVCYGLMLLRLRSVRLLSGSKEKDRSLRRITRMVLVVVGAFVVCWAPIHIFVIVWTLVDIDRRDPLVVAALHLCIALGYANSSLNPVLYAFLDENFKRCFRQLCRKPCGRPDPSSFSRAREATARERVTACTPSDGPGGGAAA
phage Ecoli inh: E. coli growth loss with phage present; growth absorbance; inhibition, % at 11.9 µM; hit rate 0.26% among 360,000; AID 651602; in the data active = inhibition above about 11%
OPRM1-OPRD1 ag: OPRM1-OPRD1 heterodimerization agonism; P35372+P41143; hit rate 0.3% among 340,000; activation, % at 9.3 µM; AID 504326; cells, luminescence; in the data active = activation above about 18%;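 note: 0% = vehicle-treated cells and 100% = reference agonist; values of inactives mirror those of a sister screen read the other way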
Starred values were filed as active, the others as inactive; ? = inconclusive; nt = not tested or not shown.

SMILES	E coli growth	Pemphigus Ab inh	PKA-R1A act	HTR5A ag	HTR5A inv ag	SUMO Mot1 rescue	AddAB inh	PfHsp90 set2	OPRM1-OPRD1 inv	phage Ecoli inh	OPRM1-OPRD1 ag
CCc1noc(C)c1C(=O)NCCc1ccc(OC)c(OC)c1	-2.9	97	-1	-3	-11	-5	-2.4	-1	15	1.6	-2.8
COc1ccc(-c2cc3cccc(OC)c3oc2=O)cc1	-0.5	119	-9	0	-2	-18	-0.1	-7	14	2.2	-3.1
O=C(Nc1ncc(S(=O)(=O)c2ccc([N+](=O)[O-])cc2)s1)c1cccc2ccccc12	1.2	nt	-2	4	-32	11	4.6	8	-42	1.7	8.8
C=CCOC(=O)C1=C(C)NC(SCC(=O)Nc2nccs2)=C(C#N)C1c1cccs1 (configuration not stated)	-1.3	95	8	-3	-7	-23	2.2	-20	-29	3.1	6.2
O=S(=O)(Oc1ccccc1-c1ccccc1)c1ccccc1	nt	95	0	-6	20	nt	nt	nt	-13	1.6	2.5
O=C(Oc1ccc(N(Cc2cccs2)C2=NS(=O)(=O)c3ccccc32)cc1)c1ccc(Cl)cc1	1.5	nt	-1	2	19	-31	2.1	1	13	1.1	-2.4
COc1ccc(C2c3ccc(O)cc3Oc3ncn(Cc4ccccc4)c(=N)c32)cc1OC (configuration not stated)	-3.6	97	1	3	7	-5	-1.1	-26	-7	1.1	1.3
COC(=O)c1cc(-c2ccc3c(c2)OCO3)nc2ccccc12	0.2	107	-3	-4	5	296	-0.2	-4	-10	2.9	1.8
O=C(CN1C(=O)NC2(CCCc3ccccc32)C1=O)c1ccc(F)cc1 (configuration not stated)	-0.5	107	-11	2	-7	24	-1.1	9	11	3.1	-2.1
CN(C)CCOC(=O)c1sc2ccccc2c1Cl	0.2	99	6	-3	7	nt	1.2	-10	8	3.7	-1.5
O=C(NCCc1ccccc1)c1ccc2c(=O)[nH]c3c(C(=O)NCC4CCCO4)sc(=S)n3c2c1 (configuration not stated)	-2.5	124	1	-2	6	-16	0.1	-33	12	0.8	-2.4
O=S(=O)(NC(=S)c1ccccc1)c1ccc(F)cc1	3.0	101	-11	-4	13	-10	0.3	0	9	-0.9	-1.9
Cc1ccc(CNC(=O)CSc2ccsc2[N+](=O)[O-])cc1	-1.0	83	2	6	-19	-11	4.1	-16	-8	1.4	1.7
CC(=O)c1cccc(NC(=O)CSc2n[nH]c(=O)n2C2CC2)c1	0.8	95	-2	2	-7	-16	-2.0	nt	15	2.9	-2.9
COc1cc(CCC(=O)OCC(=O)Nc2ccc(C)cc2Br)cc(OC)c1OC	-3.3	113	1	2	-5	177	1.1	-9	-3	1.8	0.4
Cc1cc([N+](=O)[O-])ccc1NC(=O)C(C)NC1CCCCC1 (configuration not stated)	4.7	107	0	-2	-19	-5	5.6	-14	2	0.3	-0.4
Cc1c(C(=O)c2ccc(Cl)c([N+](=O)[O-])c2)c2ccccn2c1CCC#N	-0.1	100	9	-1	-46	-5	1.9	4	-5	3.0	1.0
CCOC(=O)C(NC(=O)CCl)(Nc1sc(C)c(CC)c1C#N)C(F)(F)F (configuration not stated)	1.6	101	3	-11	30	2	2.6	1	-16	2.4	2.7
CCCCNC(=O)Cn1cnc2sc(C(=O)OCC)c(C)c2c1=O	1.2	93	-8	5	-1	nt	3.2	-3	18	-0.2	-3.0
CC1(c2ccc(Cl)cc2Cl)NC(=O)N(CC(=O)NC2CCCCC2)C1=O (configuration not stated)	-1.6	104	-8	-4	10	-2	-1.3	11	10	3.1	-2.7
CC(=O)c1c(C(C)=O)c(C)n(-c2nc(-c3ccc(Br)cc3)c(C)s2)c1C	-0.1	99	-8	4	-14	2	-1.9	nt	0	2.4	0.1
CCOc1ccc(C(=O)NC(C(=O)NCC(c2cccs2)N(C)C)C(C)C)cc1 (configuration not stated)	-1.7	100	5	2	-18	20	3.1	-1	13	1.5	-3.5
CCc1noc(C)c1C(=O)N1CCC(CCC(=O)Nc2cccc(OC)c2)CC1	1.8	112	-8	-2	19	-6	3.9	3	9	-2.3	-2.8
Cc1nc(N)nc(COc2ccccc2)n1	-1.1	109	0	-1	-8	-10	0.8	16	11	2.7	-2.1
O=C(Nc1ccccc1O)c1c(O)c2c([nH]c1=O)CCCC2	0.3	102	-2	6	-15	-1	4.3	-15	-65	6.6	13
COc1cccc(NC(=O)CN(C)CC(=O)c2c(N)n(Cc3ccccc3)c(=O)n(C)c2=O)c1	-2.3	99	-4	7	1	1	-0.8	-14	9	1.5	-2.3
CCN(CC(=O)Nc1c(F)cccc1F)C(=O)c1ccc(=O)n(Cc2ccccc2)n1	2.3	118	2	1	1	44	3.5	9	22	2.3	-4.0
Cc1ccc(CCNC(=O)CN2C(=O)COc3ccccc32)cc1	-0.7	93	-16	1	-6	-2	0.4	3	1	1.6	-0.2
Cc1cc[n+](Cc2ccc([N+](=O)[O-])cc2)cc1	-1.9	118	-11	0	0	-5	-0.9	-5	-1	1.9	0.3
O=C1NC2(CCCC2)C(=O)N1CCS(=O)(=O)Oc1ccccc1	0.2	123	-6	0	-25	3	1.7	nt	-12	2.8	2.4
Cc1cc(C(=O)CSc2nc3ccccc3c(=O)n2C)c(C)n1Cc1ccc2c(c1)OCO2	0.0	93	-3	6	-14	-15	0.6	-42	1	1.7	-0.2
CC(=O)NS(=O)(=O)c1ccc(NC(=O)CCC2CCCC2)cc1	1.4	90	-2	1	-9	-1	1.1	-5	2	2.9	-0.4
COCCCn1c(C)nnc1-c1cnn(-c2ccccc2)c1N	-1.9	106	7	0	0	-1	1.7	-8	8	2.7	-1.4
CC1CCCC(NC(=O)COC(=O)c2ccc3c(c2)OCCO3)C1C (configuration not stated)	0.0	97	1	1	-3	-18	1.5	-10	10	2.0	-1.9
COc1ccc2c(c1)c(C(=O)CN1CCN(Cc3ccccc3)CC1)c(C)n2C	1.9	96	-2	-5	-23	26	-0.5	32	12	1.5	-2.3
COc1ccc(S(=O)(=O)N/N=C\c2ccccc2F)cc1	1.4	93	0	6	10	31	1.3	-3	-3	1.2	0.6
CN(C)c1cc[n+](CC(=O)c2ccc(Br)cc2)cc1	0.9	115	2	4	-12	nt	2.7	7	15	4.0	-3.2
Cc1ccc(NC(=O)N2CCCC2c2cccs2)cc1 (configuration not stated)	0.9	105	-18	2	-6	5	0.7	12	1	1.8	-0.2
O=C1C2C3c4ccccc4C(c4ccccc43)C2C(=O)N1CN1CCOCC1 (configuration not stated)	0.1	97	12	13	4	125	1.9	-10	2	0.2	-0.4
CN1CCN(C(=O)c2ccc3c(c2)NC(=O)/C(=C/c2ccccc2)S3)CC1	-0.2	113	-12	-1	3	9	1.9	-1	25	-0.5	-4.9
O=C(Nc1nnc(-c2cc(Cl)ccc2Cl)o1)c1ccco1	-3.7	108	-2	4	-8	-15	-1.5	4	9	-1.8	-1.4
COc1ccc(CCNC(=O)c2ccc(CN3CCC(Cc4ccccc4)CC3)cc2)cc1	0.7	128	3	0	0	-15	-0.3	7	-4	1.9	0.7
O=C(COc1ccc(Cl)cc1Cl)N1CCCCCC1	1.1	93	5	-3	-4	-25	2.4	10	11	0.8	-2.3
O=C(c1ccc(NS(=O)(=O)c2ccc(F)cc2)cc1)N1CCCCCC1	0.1	97	6	5	-14	943	1.7	nt	15	3.2	-2.4
Cc1cccc(C)c1NS(=O)(=O)c1ccc(OCCNS(C)(=O)=O)cc1	1.8	105	12	2	-5	655*	3.9	-19	14	2.5	-2.7
O=C1CCCCN1CCCC(=O)N1CCCC(Nc2ccccc2)C1 (configuration not stated)	0.7	96	3	4	16	9	-0.9	-5	-6	2.8	1.1
CN(CC(=O)NCCc1ccccc1)S(=O)(=O)c1ccc(Br)cc1	-0.2	105	-8	-1	3	3	-0.2	8	2	1.2	-0.5
COc1cc(/C=N/NC(=O)CCC(=O)Nc2ccc(F)cc2)ccc1O	-2.1	99	0	-1	2	-4	-0.7	-88	15	0.2	-3.2
OC(c1ccccc1)C1CN(Cc2ccccc2)CCC1(O)c1ccccc1 (configuration not stated)	-1.8	103	7	-3	0	-1	0.6	11	0	3.1	-0.1
O=C1C2C3C=CC(C3)C2C(=O)N1c1ncn[nH]1 (configuration not stated)	-0.3	98	-1	3	6	57	-0.2	nt	22	2.3	-4.4
Cc1ccc(C(=O)NC2CCCCCCC2)c(Cl)c1	0.3	103	-3	3	-10	5	-1.7	13	9	0.0	-1.9
CCCNC(=O)NC1CCCc2ccccc21 (configuration not stated)	0.8	107	-7	0	-5	6	3.3	4	6	-2.7	-0.8
CCOc1ccc(N2C(=O)Nc3ccccc3C2(O)C(=O)N2CCN(c3ccccn3)CC2)cc1 (configuration not stated)	2.2	116	-4	-4	10	43	-0.2	-5	15	-0.2	-3.1
Cc1oc(S(=O)(=O)N2CCOCC2)cc1C(=O)Nc1ccc(Cl)cc1	1.1	107	1	0	-32	-5	1.5	-23	-20	3.0	3.9
N#Cc1cc2c(nc1SCc1cccnc1)CCCCC2	-0.7	101	-11	2	-5	127	0.9	-11	-13	0.6	2.2
Cc1c(C)c2ccc(OCC(=O)NCCN3CCOCC3)cc2oc1=O	-3.0	106	-7	2	-6	3	1.7	-25	14	1.7	-2.8
CCCCCc1cc(=O)oc2c(C(CCN(CC)CC)c3cc(OC)c(OC)c(OC)c3)c(OC)cc(OC)c12 (configuration not stated)	-3.1	107	5	-2	22	-38	0.2	nt	3	3.0	-0.5
CCOC(=O)C(C)Sc1nc(-c2ccccc2)nc2ccc(F)cc12 (configuration not stated)	-2.8	106	-5	-3	7	434	-2.0	-14	-10	2.7	2.3
Cc1cc(NC(=O)/C(C#N)=C/c2ccco2)n(-c2ccccc2)n1	-0.1	93	-5	-1	3	10	2.3	-14	18	2.2	-2.5
O=C(O)/C=C\c1cn(-c2ccccc2)nc1-c1cc2ccccc2o1	3.4	105	-5	-3	6	1	1.3	?	9	1.5	-1.6
Continued:
SMILES	E coli growth	Pemphigus Ab inh	PKA-R1A act	HTR5A ag	HTR5A inv ag	SUMO Mot1 rescue	AddAB inh	PfHsp90 set2	OPRM1-OPRD1 inv	phage Ecoli inh	OPRM1-OPRD1 ag
COc1ccc([C@H]2CC(=O)C=C(c3ccccc3)C2)cc1	1.2	100	-4	4	16	14	0.6	-1	-4	nt	0.7
CC(=O)c1cccc(NC(=O)C2CC(=O)N(c3ccc4c(c3)OCCO4)C2)c1 (configuration not stated)	0.9	nt	-4	-2	11	-12	2.0	-8	15	3.2	-3.9
C=C(C)CSc1nnc(-c2ccc(OC)cc2)n1N	-2.4	96	-7	-1	1	10	0.5	-5	16	0.0	-3.0
O=C(CSc1cn[nH]n1)Nc1cccc(C(F)(F)F)c1	-2.0	105	8	-1	-17	-5	3.9	6	-7	0.3	0.9
COc1cccc(CN(C)Cc2c(O)ccc3ccccc23)c1	-0.6	106	-8	3	-32	4	-1.0	-5	-37	-3.8	7.0
